HCMV inh: blocks human cytomegalovirus replication; HFF cells, HCMV-luciferase reporter, 72 h; stronger effect = lower value; actives 4.5% (n = 410,000); AID 1259415; activity change, negative = inhibition, % at 57.5 µM; in the data active = activity change below about -60%; inconclusive = no clear call, values can overlap the other calls; inactive = above about -39%
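Steps: HFFs plated, 16 h 37C; compounds added; HCMV-luciferase added to MOI 1 PFU/cell; 72 h 37C; OneGlo reagent, 5 min room temperature; luminescence read, normalized to controls.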
AMA1 RON2 block: inhibitors of Plasmodium falciparum AMA1-RON2 interaction | Potency, µM (top dose mostly 58.2 µM), inactives show at the top dose activity change, negative = inhibition, usual class: inhibitors | actives 0.2% (n = 360,000) | AlphaScreen AMA1-biotinylated RON2 peptide binding;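 note: potency is the fitted concentration of half-maximal effect; 0% = vehicle wells and -100% = peptide control; nearly all actives have a fitted effect of over 45% in size; some results filed as inactive show a strong effect at the top dose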
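AMA1 (3D7) with his tag at 25 nM final met compounds first, then biotinylated RON2 peptide at 25 nM; detection used donor plus acceptor beads, 10 µg/mL apiece, read by AlphaScreen after 30 min at room temperature.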
LmPK inh: blocks Leishmania mexicana pyruvate kinase activity; actives 0.37% (n = 290,000); Potency, µM (highest dose often 57.5 µM), inactives show at the highest dose activity change, negative = inhibition, most hits filed as inhibitors; Q27686; purified LmPK, Kinase-Glo ATP luminescence, 1 h; note: potency is the fitted concentration of half-maximal effect
Target sequence (Q27686 whole entry, looked up): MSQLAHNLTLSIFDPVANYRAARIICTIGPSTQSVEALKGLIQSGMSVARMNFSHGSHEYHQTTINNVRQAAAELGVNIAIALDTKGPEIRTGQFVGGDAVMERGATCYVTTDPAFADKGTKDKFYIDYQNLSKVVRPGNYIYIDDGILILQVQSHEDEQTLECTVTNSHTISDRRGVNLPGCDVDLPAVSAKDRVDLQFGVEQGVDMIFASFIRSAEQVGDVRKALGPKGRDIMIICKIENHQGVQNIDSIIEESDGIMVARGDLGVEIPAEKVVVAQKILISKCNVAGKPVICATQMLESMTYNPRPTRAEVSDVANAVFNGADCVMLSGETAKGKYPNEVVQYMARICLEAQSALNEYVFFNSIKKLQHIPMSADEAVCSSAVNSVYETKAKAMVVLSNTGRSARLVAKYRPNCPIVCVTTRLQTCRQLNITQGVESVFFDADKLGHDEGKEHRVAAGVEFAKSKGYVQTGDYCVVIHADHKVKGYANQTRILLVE
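Purified LmPK (0.1 nM) with 0.5 mM PEP and 0.1 mM ADP in imidazole buffer pH 7.2 with MgCl2/KCl, 1 h at room temperature. ATP formed was read by luciferase luminescence and normalized to no-enzyme and uninhibited controls.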
Tb PYK inh: blocks Trypanosoma brucei pyruvate kinase | Potency, µM (highest dose often 76.8 µM), inactives show at the top dose activity, negative = inhibition, most hits filed as inhibitors | Q57TT1 | TbPYK enzyme, Kinase-Glo Plus ATP luminescence, 45 min | AID 624173 | actives 0.12% (n = 410,000); note: potency is the fitted concentration of half-maximal effect; nearly all actives have a fitted effect of over 50% in size
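Activity of T. brucei pyruvate kinase was followed by Kinase-Glo Plus luminescence after the enzyme reacted 45 min at room temperature with 130 uM ADP (final) and substrate. Test compounds were added before ADP at multiple concentrations.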
HCV inhibitor: HCV inhibition | Potency, µM (titrated, usually from 41.8 µM), for the others: at the top dose activity change, negative = inhibition, hits mostly inhibitors | actives 3.4% (n = 340,000) | Huh7.5.1 HCVcc-Cre infection, luciferase reporter, 44 h | AID 651820; note: potency is the fitted concentration of half-maximal effect
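Cells (1,000/well) were plated 4 h before compound, then infected with HCVcc-Cre virus (~0.5 moi). After 44 h further culture, infection was read as luciferase luminescence following a 15 min substrate incubation at room temperature.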
AmpC inh no detg: AmpC beta-lactamase inhibition without detergent; actives 0.52% (n = 330,000); AmpC nitrocefin hydrolysis, absorbance 480 nm, 0.0001% Triton; AID 485341; P00811; Potency, µM (doses to about 57.1 µM), without a hit: top-dose activity change, negative = inhibition, hits mostly inhibitors;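 note: potency is the fitted concentration of half-maximal effect; plate controls were no compound for no effect and no enzyme for full effect; nearly all actives have a fitted effect of over 20% in size; some results filed as inactive show a strong effect at the top dose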
Target sequence (P00811 whole entry, looked up): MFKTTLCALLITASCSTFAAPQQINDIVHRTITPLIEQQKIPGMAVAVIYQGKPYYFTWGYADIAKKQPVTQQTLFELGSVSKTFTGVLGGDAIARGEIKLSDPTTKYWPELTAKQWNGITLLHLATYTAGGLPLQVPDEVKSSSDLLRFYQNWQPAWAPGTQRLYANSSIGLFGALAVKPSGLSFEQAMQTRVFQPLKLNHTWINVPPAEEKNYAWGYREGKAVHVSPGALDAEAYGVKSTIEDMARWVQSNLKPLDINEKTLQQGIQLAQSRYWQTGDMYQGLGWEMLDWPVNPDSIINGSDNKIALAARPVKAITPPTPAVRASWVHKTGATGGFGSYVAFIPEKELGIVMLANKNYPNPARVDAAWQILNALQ
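AmpC (5.3 nM in the dispensed reagent) in 20 mM phosphate pH 7.0 with 0.01% (detergent screen) or 0.0001% Triton X-100 was preincubated with compounds for 15 min at room temperature. Nitrocefin was then added from an 800 uM solution, and hydrolysis was followed at 480 nm.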
AmpC detergent: blocks E. coli AmpC beta-lactamase in detergent assay | P00811 | AmpC hydrolysis of nitrocefin, absorbance 480 nm, 0.01% Triton | Potency, µM (titrated, usually from 114 µM), inactives show at the top dose activity change, negative = inhibition, actives largely listed as inhibitors | actives 0.041% (n = 370,000) | AID 485294;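 note: potency is the fitted concentration of half-maximal effect; 0% = no-compound wells and -100% = no-enzyme wells; nearly all actives have a fitted effect of over 25% in size; some results filed as inactive show a strong effect at the top dose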
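20 mM phosphate pH 7.0 + 0.01% (detergent screen) or 0.0001% Triton X-100; 5.3 nM AmpC reagent; cpd preinc 15 min RT; nitrocefin (800 uM stock) to start; A480 q20 s × 4 min; Activity was normalised to no-enzyme and no-compound control wells.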
* hit, by the source's call; ? = inconclusive; nt = not tested or not shown; & = joins results of further samples; [ ] = remark or other dose. Unless noted, calls come from the whole dose curve; as a rule, active = well fitted curve in the direction sought with a large enough effect; inconclusive = small, poorly fitted or top-dose-only effect, or another doubt; inactive = no such curve, though single readings can be large; an effect the other way counts as inactive or inconclusive. Unless noted, % is set by controls: 0 for no effect and ±100 for the full control effect.

compound,HCMV inh,AMA1 RON2 block,LmPK inh,Tb PYK inh,HCV inhibitor,AmpC inh no detg,AmpC detergent
CC(=O)NCC(=O)OC(C)C(=O)Nc1ccc(C(C)=O)cc1 (stereo not drawn),75,-3%,-2%,0%,14%,-7%,?
CCN1C(=O)CSc2ccc(C(=O)NCc3ccc(OC)cc3)cc21,40,2%,13%,1%,-6%,-12%,5%
COc1cc(CNCCc2ccccc2F)ccc1OCc1ccc(Cl)nc1,4,-4%,-4%,-6%,?,1%,-3%
COc1ccccc1CNC(=O)CCC1N=C2c3ccccc3N=C(SCc3ccc(C)cc3C)N2C1=O (stereo not drawn),-25,nt,nt,-3%,nt,nt,7%
COc1cc(C=O)ccc1OCc1cccc(Br)c1,-9,13%,-8%,0%,31%[activator],-7%,2%
CC1(C)CC(NC(=O)c2cccc([N+](=O)[O-])c2)CC(C)(C)N1,23,-12%,-3%,-1%,-21%,-11%,-19%
CCCn1c2ccccc2c2cnn(CC(=O)NC(C)CC)c(=O)c21 (stereo not drawn),?,-2%,2%,-8%&-2%,-10%,6%,0%&-7%
CCOC(=O)CN(C(=O)COc1nc(C)cc(C)c1C#N)c1ccc(Cl)cc1,-2,-7%,5%,-12%,-11%,76%[activator],3%
O=C1NCN(c2ccccc2)C12CCN(C(CCc1ccccc1)c1nnnn1C1CCCC1)CC2 (stereo not drawn),-10,-20%,nt,1%,nt,nt,nt
COc1ccc(-c2cc(C(F)(F)F)nc(SCCC(=O)N3CCN(C)CC3)n2)cc1,-25,-13%,nt,2%,7%,nt,nt
Cc1cc(C(=O)NCc2ccc(C(=O)O)o2)c(C)o1,69,-10%,5%,-4%,12%,-3%,3%
O=C(Cn1cnc2c(oc3ccccc32)c1=O)c1ccccc1,69,4%,-2%,-2%,-8%,-17%,3%

Looked up above.
`Cc1cc(C(=O)NCc2ccc(C(=O)O)o2)c(C)o1` | LmPK inh = 5%
`CC(=O)NCC(=O)OC(C)C(=O)Nc1ccc(C(C)=O)cc1` (stereo not drawn) | AMA1 RON2 block = -3%
`CCN1C(=O)CSc2ccc(C(=O)NCc3ccc(OC)cc3)cc21` | AMA1 RON2 block = 2%

(next part)
compound,HCMV inh,AMA1 RON2 block,LmPK inh,Tb PYK inh,HCV inhibitor,AmpC inh no detg,AmpC detergent
CCOC(=O)C1=CN(Cc2cccc(F)c2)S(=O)(=O)N(CC)C1CCc1ccccc1 (stereo not drawn),-25,26%,nt,2%,-2%,-30%,nt
Cc1ccc(-n2ncc3c(NNC(=O)c4ccccc4C)ncnc32)cc1,-34,nt,nt,-2%,nt,nt,2%
COC(=O)CCN(C(=O)C1CCN(S(=O)(=O)c2c(C)noc2/C=C/c2ccccc2F)CC1)c1ccccc1,8,nt,nt,7%,nt,nt,-7%
COc1ccc(C23CC4CC(CC(C4)C2)C3)cc1C(=O)NCCN(C)C,-70*,0%,-8%,1%,-6%,119%[activator],-4%
CCOC(=O)c1cc2sccc2n1CC(=O)O,3,-1%,7%,-4%,1%,-11%,-5%
COc1nnc(-c2ccc(N3CCCCC3)c(NC(=O)c3ccccc3Cl)c2)c2ccccc12,-99*,nt,nt,0%,nt,nt,24%
CC(C)(C)c1ccc(C(=O)NC(=S)Nc2nc3c(s2)CCCC3)cc1,-76*,13%,0%,-1%,?,-38%,3%
CCN(CC)C1CC(=O)N(c2ccc(Br)cc2)C1=O (stereo not drawn),17,1%,0%,7%,20%,-35%,0%
Cc1cc(NC(=O)CSc2nnc(C3CC3)n2N)c([N+](=O)[O-])cc1C,4,-13%,0%,-8%,3%,-16%,2%
CCOC(=O)N1CCC(N2Cc3cccc(C(=O)N4CCN(c5cccc(Cl)c5)CC4)c3C2=O)CC1,?,2%,6%,-10%,-3%,33%[activator],-6%
CC(=O)Nc1ccc(S(=O)(=O)N2CCC(C(=O)NCCc3c[nH]c4ccccc34)CC2)cc1,-18,-2%,1%,-9%,?,-20%,-3%
COc1cc(C(=O)Nc2ccc(S(=O)(=O)Nc3nccc(C)n3)cc2)c([N+](=O)[O-])cc1OC,?,15%,2%,-3%,5%,-17%,0%
CC(C)(C)Nc1ncnc2sc(-c3ccccc3)cc12,-73*,32%[activator],-1%,3%,?,-37%,-1%
CCN(CC)c1ccc(NC(=O)c2cc(S(=O)(=O)N3CCc4ccccc43)cn2C)c(C)c1,?,nt,nt,-13%,nt,nt,24%
CC(C)c1ccc(S(=O)(=O)N2CCC(C(=O)N3CCN(c4cccc(Cl)c4)CC3)CC2)cc1,-69*,2%,nt,-10%,?,nt,nt
CCOc1ccccc1N(C)C(=O)c1sc2ncn(CC(=O)N3CCCCC3C)c(=O)c2c1C (stereo not drawn),-13,2%,-8%,6%,-8%,88%[activator],-6%
CCOC(=O)N1CCN(C(=O)c2ccc3oc(CCCc4ccccc4)nc3c2)CC1,-26,-6%,-7%,-1%,-21%,150%[activator],5%
Cc1noc(C)c1CSc1nc2ccccc2c(=O)n1-c1ccc(F)cc1F,14,-3%,0%,-2%,?,-5%,?
c1ccc2c(CCN3CCCCC3)c[nH]c2c1,-24,0%,nt,8%,nt,nt,nt
CC(C(=O)NCC1(c2ccccc2)CCOCC1)N1CCOCC1 (stereo not drawn),-2,17%,1%,9%,7%,-15%,-4%
CCOc1ccc(OCC)c2sc(C)nc12,34,-3%,-2%,3%,10µM*,0%,-6%
CCc1onc(C)c1C(=O)Nc1cc(C)ccc1OC,-22,10%,-2%,8%,?,1%,-4%
CC(C)CN(C(=O)c1cccc(S(=O)(=O)N2CCN(C)CC2)c1)C1CCS(=O)(=O)C1 (stereo not drawn),-35,10%,nt,-5%,23%,-16%,-7%
COc1ccc(CN(CC(=O)NCc2ccco2)C(=O)CCC(=O)Nc2nccs2)cc1,-4,37%[activator],6%,-5%,16%&17%,-17%,?
COc1ccc(S(=O)(=O)Nc2ccc3oc4ncccc4c(=O)c3c2)cc1OC,0,-6%,2%,-21%,?,-20%,-5%
CC1CCCCC1NC(=O)c1ccncc1 (stereo not drawn),9,0%,-7%,3%,26%,-5%,1%
COc1ccc(/C=N/NC(=O)c2ccc(-c3ccccc3)cc2)cc1O,-60*,4%,3%,4%,?,35µM*,-8%
O=S(=O)(c1ccccc1Br)N1CCC(O)(c2cccnc2)CC1,-4,-2%,1%,-1%,-2%,0%,7%
Cc1ccc(Cl)cc1NC(=O)CSc1nccn1C,-11,nt,nt,4%,nt,nt,0%
COc1ccc(OC2C(=O)N(Cc3ccc4c(c3)OCO4)C2c2cccs2)cc1 (stereo not drawn),-36,-10%,-1%,4%,?,-24%,0%
CCn1c(SCC(=O)NNC(=S)Nc2ccccc2)nnc1-c1ccc(Cl)cc1,-30,102%[activator],0%,?,20%,-37%,?
O=S(=O)(Nc1cccc(-c2cn3c(n2)SCC3)c1)c1cccs1,-22,3%,9%,2%,-7%,-60%,0%
Cc1cccc(CNC(=O)CCCN2C(=O)CCn3nc(-c4cn(C)c5ccccc45)cc32)c1,-3,nt,nt,0%,nt,nt,?
CC(=O)N(C)c1ccc(NS(=O)(=O)c2cc(Cl)ccc2Cl)cc1,1,-3%,4%,-2%,1%,-20%,4%
Cc1sc2ncnc(SCC(=O)N(C(C)C)C(C)C)c2c1C,3,13%,4%,-3%,13%,7%,2%
COc1cc(/C=N/NC(=O)c2ccccn2)ccc1OC(=O)c1ccccc1Br,?,32%[activator],-1%,-4%,?,58%,?
COc1ccc(OC)c(S(=O)(=O)N2CCN(c3ccc(F)cc3)CC2)c1,-16,25%,1%,-1%,-6%,-4%,?
COc1ccccc1NC(=O)CNC(=O)c1ccccc1,-9,7%,-2%,-1%,-3%,-15%,-16%
CCSc1nnc(-c2ccc(OC)cc2)o1,18,0%,-15%,2%,-1%,-2%,2%
COC(=O)c1ccc(COc2ccc(C=O)cc2OC)o1,-36,3%,-2%,0%,6%,-6%,0%
COc1ccccc1-n1c(-c2ccccc2F)nc2ccccc2c1=O,-38,-11%,nt,-9%,-9%,nt,nt
COCCNC(=O)CN1C(=O)COc2ccc(S(=O)(=O)N3CCCC3)cc21,-1,nt,nt,3%,nt,nt,-21%
CC(=O)c1ccc(Nc2ccc(-c3ccccc3F)nn2)cc1,39,-4%,-10%,-2%,-17%,-3%,2%
CCc1nc2c(OCc3ccc(OC)cc3)cccn2c1N(C)C(=O)c1ccncc1,-2,-4%,nt,3%,nt,nt,nt
O=S(=O)([O-])CCC[N+]1(CC#Cc2ccccc2)CCCCC1,-30,10%,-7%,?,-4%,-12%,?
COc1ccc(C(=O)OCC(=O)c2ccco2)cc1[N+](=O)[O-],-8,8%,nt,-5%,nt,nt,nt
O=[N+]([O-])c1ccc(/C=C2\CCC(C3=CCCC3)=C2N2CCOCC2)cc1,-7,-10%,-6%,-17%,-5%,-48%,-4%
CCn1c(COc2cccc(C)c2)nnc1SCC(=O)Nc1cccc(C(=O)OC)c1,-36,-4%,0%,-11%,?,65%[activator],-15%
Cc1ccc(Nc2cnn(C34CC5CC(CC(CC(=O)O)(C5)C3)C4)c(=O)c2Cl)cc1C,?,6%,5%,0%,9%,-13%,?
Cc1cccc(N=C2NC(=O)/C(=C/C=C/c3ccco3)S2)c1,14,-5%,-6%,1%,?,28µM*,-14%
O=C(Oc1cccc(OC(=O)N2CCCCC2)c1)N1CCCCC1,-6,-4%,-1%,-9%,-26%,-4%,0%
COc1ccccc1-c1cc(C(F)(F)F)nc(S(=O)(=O)CCCC(=O)NC(C)C)n1,-22,7%,-1%,2%,?,-9%,2%
O=c1[nH]c(=S)n(CCC2=CCCCC2)c(O)c1C=NCc1cccnc1,-12,nt,3%,nt,14%,-23%,-10%
CCCNC(=O)CN(c1ccc(F)cc1)S(=O)(=O)c1ccc2c(c1)OCCO2,5,-1%,-3%,-5%,1%,15%,2%
CSc1nc2c(c(=O)n1-c1ccc(C)cc1)SCC2,-13,-6%,9%,6%,-9%,-33%,-5%
O=C1Nc2ccc3c(c2C1=Cc1cc2c(cc1Br)OCO2)OCO3,2,-11%,nt,-1%,?,nt,nt
